Bcl-2 Bim block – inhibitors of Bim-Bcl-2 interaction, human. P10415. Bead-based flow cytometry, Bim peptide-Bcl-2 binding. inhibition, % at 10 µM. 190,000 compounds, 0.06% hits. AID 950; in the data active = inhibition above about 40%;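 note: 0% = no compound wells with probe peptide and 100% = reference peptide inhibitor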
Target sequence (P10415 whole entry, looked up): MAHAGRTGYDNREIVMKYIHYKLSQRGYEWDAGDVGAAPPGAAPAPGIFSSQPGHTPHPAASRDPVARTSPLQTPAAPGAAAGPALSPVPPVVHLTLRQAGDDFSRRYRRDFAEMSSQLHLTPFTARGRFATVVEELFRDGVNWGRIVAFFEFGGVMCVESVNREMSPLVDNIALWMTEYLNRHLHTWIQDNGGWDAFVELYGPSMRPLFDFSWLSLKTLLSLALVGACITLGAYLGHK
Rac1 wt GTP bind – modulators of human Rac1 wildtype GTP binding; 190,000 compounds, 0.27% hits; GTP binding activity (% of control), % at 10 µM; GST-Rac1 beads, fluorescent GTP binding, flow cytometry; actives lie on both sides; 0 = cold GTP competed, 100 = untreated;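 active = GTP binding activity at least 20 points away from the 100% control level, either lower or higher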
Bim-Bfl-1 – inhibitors of Bim-Bfl-1 interaction, human. Q16548. Bead-based flow cytometry, Bim-Bfl-1 binding inhibition. inhibition, % at 10 µM. 190,000 compounds, 0.12% hits. AID 1008;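 note: 0% = wells without compound plus tracer and 100% = blocker peptide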
HRas wt GTP bind – human HRas wildtype GTP binding, change in either direction; GST-Ras wt beads, Bodipy-FL-GTP binding, flow cytometry; actives lie on both sides; GTP binding activity, % at 10 µM; 190,000 compounds, 0.14% hits; AID 759;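 active = GTP binding activity at least 20% away from the 100% baseline, either lowered as inhibitor or raised as activator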;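 note: 0% = unlabeled GTP competition control and 100% = no-compound control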
Target sequence (P01112 whole entry, looked up): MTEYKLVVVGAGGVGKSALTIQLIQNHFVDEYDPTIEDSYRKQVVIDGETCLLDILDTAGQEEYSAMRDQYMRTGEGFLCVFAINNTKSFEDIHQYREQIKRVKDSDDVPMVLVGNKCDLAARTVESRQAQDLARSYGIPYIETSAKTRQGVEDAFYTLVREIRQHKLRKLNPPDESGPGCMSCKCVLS
Rab7 wt modul – alters GTP binding to wildtype dog Rab7 | GST-Rab7 beads, fluorescent GTP binding, flow cytometry; actives lie on both sides; untreated = 100%, excess cold GTP = 0% | GTP binding activity (percent of control), % at 10 µM | 190,000 compounds, 0.055% hits;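 active = fluorescent GTP binding to Rab7 beads changed by at least 20 points from the 100% baseline, either direction, mostly lower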;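 note: median green fluorescence of bound Bodipy-FL-GTP per Rab7 bead population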
Cdc42 wt GTP – human Cdc42 wildtype GTP binding change, either direction; P60953; GST-Cdc42 beads, Bodipy-GTP binding, flow cytometry; actives lie on both sides; percent activity (GTP binding), % at 10 µM; 190,000 compounds, 0.2% hits; AID 761;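 active = percent activity GTP binding at least 20 points away from the 100% baseline, either down as inhibitor or up as activator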;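 note: median bead fluorescence of bound Bodipy-FL-GTP at 100 nM; 0% = excess unlabeled GTP control and 100% = no compound control; below 100% means less GTP binding so inhibitor and above means activator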
Target sequence (P60953 whole entry, looked up): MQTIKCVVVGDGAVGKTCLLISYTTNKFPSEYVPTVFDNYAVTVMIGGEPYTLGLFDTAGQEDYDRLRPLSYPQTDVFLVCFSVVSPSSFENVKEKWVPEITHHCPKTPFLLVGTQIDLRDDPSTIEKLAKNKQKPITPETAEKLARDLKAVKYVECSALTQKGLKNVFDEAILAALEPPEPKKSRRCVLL
Bcl-W Bim block – human Bim-Bcl-W interaction inhibition | 190,000 compounds, 0.02% hits | inhibition, % at 10 µM | Q92843 | bead-based flow cytometry, Bim peptide-Bcl-W binding;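 note: 0% = bound tracer without compound and 100% = peptide blocker; higher means less fluorescent Bim peptide bound to Bcl-W beads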
Rab2A wt mod – changes GTP binding to wildtype dog Rab2A, up or down. GST-Rab2 wt beads, Bodipy-GTP binding, flow cytometry. GTP binding activity, % at 10 µM. 190,000 compounds, 0.19% hits;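 active = GTP binding activity at least 20 points away from 100%, either lowered or raised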;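 note: 0% = beads with excess unlabeled GTP and 100% = no-compound control corrected for plate trend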
Bim-Bcl-XL – inhibitors of Bim-Bcl-XL interaction, human; 190,000 compounds, 0.04% hits; Q07817; Bim peptide-Bcl-XL binding, bead flow cytometry, fluorescence; inhibition, % at 10 µM
Target sequence (Q07817 whole entry, looked up): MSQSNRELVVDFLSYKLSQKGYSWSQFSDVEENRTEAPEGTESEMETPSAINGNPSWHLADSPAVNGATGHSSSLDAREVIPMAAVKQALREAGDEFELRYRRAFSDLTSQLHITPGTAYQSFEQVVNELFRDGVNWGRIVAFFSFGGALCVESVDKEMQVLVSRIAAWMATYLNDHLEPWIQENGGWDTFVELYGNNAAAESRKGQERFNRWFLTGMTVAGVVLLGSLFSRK
Rac1 act GTP bind – alters GTP binding to activated mutant human Rac1; GST-Rac1 activated beads, fluorescent GTP binding, flow cytometry; actives lie on both sides; 100% means binding = to untreated wells; P63000; percent activity (GTP binding), % at 10 µM; 190,000 compounds, 0.11% hits; AID 764;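 active = GTP binding at least 20 percentage points away from the 100% baseline, in either direction, so actives lie on both sides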
Bcl-B Bim block – human Bim-Bcl-B interaction inhibition. bead-based flow cytometry, Bim peptide-Bcl-B binding. inhibition, % at 10 µM. 190,000 compounds, 0.073% hits;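 note: 0% = tracer peptide without compound and 100% = reference inhibitor peptide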
Target sequence (Q9HD36 whole entry, looked up): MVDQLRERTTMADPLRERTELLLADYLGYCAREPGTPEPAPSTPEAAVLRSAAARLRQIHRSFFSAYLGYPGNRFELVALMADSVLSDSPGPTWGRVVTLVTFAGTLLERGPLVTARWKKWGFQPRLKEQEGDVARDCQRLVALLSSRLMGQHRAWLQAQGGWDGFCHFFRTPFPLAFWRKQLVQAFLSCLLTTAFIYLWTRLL
Active calls of the source: *. Cut-off read from the data, not from the text of the source, unless noted: active = inhibition above about 40%.

SMILES	Bcl-2 Bim block	Rac1 wt GTP bind	Bim-Bfl-1	HRas wt GTP bind	Rab7 wt modul	Cdc42 wt GTP	Bcl-W Bim block	Rab2A wt mod	Bim-Bcl-XL	Rac1 act GTP bind	Bcl-B Bim block
Cc1ccc2[nH]c(=O)c(CN(Cc3ccc4c(c3)OCO4)Cc3nnnn3C3CCCC3)cc2c1	-8	104	-17	101	95	101	-2	101	-6	102	-11
Cn1c(-c2ccccc2O)cc2ccccc21	2	101	0	97	94	97	-2	97	-6	94	-3
COc1cc(SC)ccc1C(=O)NCCOc1ccc(Cl)cc1	-4	104	-3	100	96	104	-13	99	-7	100	-5
COc1cc(NC(=O)CSc2nc3c(c(=O)[nH]2)CCCC3)cc(OC)c1OC	-5	92	-4	92	96	91	0	92	-2	91	-3
CCOc1ccc(CCNC(=O)C2CCCN(c3nn4c(=O)cc(C)nc4s3)C2)cc1 (stereo not given)	-6	105	-7	103	103	104	1	103	0	101	-6
CN1CCN(C(=O)NCC23CC4CC(CC(C4)C2)C3)CC1	0	101	-3	102	101	101	0	99	0	97	0
COc1ccc(C(=O)NCc2ccc(C(=O)NCC(OC)OC)cc2)cc1OC	0	101	-5	99	100	100	-4	101	-3	98	-6
c1ccc(-n2nnnc2NCCCN2CCOCC2)cc1	-5	103	-8	100	98	100	-1	101	-5	96	-8
CC(C)(C)C(=O)Nc1ccc(C(=O)NNC(=O)Cc2ccccc2)cc1	-2	98	-2	97	96	99	-2	98	-3	99	-1
CCOc1cc(C)c(C(C)C)cc1S(=O)(=O)n1ccc(C)n1	-8	103	-19	100	105	101	-4	101	-7	98	-13
O=C(Nc1ncnc2sc3c(c12)CCCCC3)c1ccco1	-4	99	-4	98	97	97	2	99	1	97	-2
CCOc1ncccc1C(=O)Nc1ccc2c(C)cc(=O)oc2c1	-10	98	-13	97	100	101	0	99	-13	97	-9
Cc1cc(C(=O)Nn2c(C3CCCCC3)nc3ccccc3c2=O)ccc1[N+](=O)[O-]	1	95	2	98	98	96	0	94	4	97	4
COc1ccc(NC(=O)c2cc(S(=O)(=O)N(C)C)ccc2N2CCCC2)cc1Cl	0	101	0	99	99	98	0	100	-2	93	0
O=C1Nc2ccccc2N(O)N1c1ccc(Cl)c(Cl)c1	-2	91	-6	91	100	90	0	92	-3	89	-5
O=C(O)COc1cccc2ccccc12	0	102	1	102	98	105	2	104	1	98	1
Cc1cc(C(=O)COC(=O)c2ccc(O)cc2)c(C)n1CC1CCCO1 (stereo not given)	-1	99	-3	99	96	100	-1	97	0	97	-1
O=C(COc1ccccc1[N+](=O)[O-])Nc1ccc(NC(=O)c2cc3ccccc3o2)cc1	-7	98	-5	99	94	101	-5	98	-1	96	-6
Cc1ccc(Cn2ccc(NC(=O)c3nc4ncccn4n3)n2)cc1	0	100	-1	100	98	100	0	100	0	99	1
c1ccc(-c2nnc(CSc3nnc(-c4cccs4)o3)o2)cc1	-3	96	-3	100	101	99	-6	99	-4	95	-4
O=C(NCc1cccnc1)c1ccc(CS(=O)(=O)Cc2ccc(Cl)cc2)o1	-3	105	-2	105	101	106	-1	103	0	103	0
CCC(CO)NC1=C([N+](=O)[O-])C(=O)CC(C)(C)C1 (stereo not given)	-1	97	-1	98	97	101	-3	101	-3	101	-7
CSc1ccc(S(=O)(=O)Nc2ccc(N3CCOCC3)c(Cl)c2)cc1	-9	104	-7	104	105	105	3	104	-5	98	-13
O=C(NC1CCS(=O)(=O)C1)Oc1ccc(Cl)cc1 (stereo not given)	-10	100	-20	98	97	98	-4	100	-9	99	-11
Cc1cccnc1NC(=O)COc1ccc2oc3c(c2c1)CCCC3	-16	108	-19	98	96	103	-3	97	-8	97	-12
O=C(Nc1nc2ccccc2n1Cc1ccccc1)c1ccc(COc2ccccc2[N+](=O)[O-])o1	0	98	0	97	94	97	0	98	0	96	1
COc1ccc([N+](=O)[O-])cc1/C=N/Nc1nn[nH]n1	-5	90	-12	92	96	92	0	91	-2	92	-4
CCn1c(C(=O)N2CCC(C(=O)NCCCSC3CCCCC3)CC2)cc2sccc21	-12	101	-11	100	101	101	-2	100	-5	97	-11
Cc1ccsc1CNC12CC3CC(CC(C3)C1)C2	-8	102	-9	101	102	98	-2	99	-3	97	-3
COC(=O)Cc1csc(Nc2ccc(F)c(Cl)c2)n1	-4	97	-6	96	105	94	-5	98	-4	95	-7
CCOC(=O)CSc1nnc(CNc2cccc(Cl)c2)n1C	-3	100	-3	99	102	97	-2	97	-2	99	-1
Cc1cc(C)c(C2C(C#N)=C(N)Oc3n[nH]c(C)c32)cc1CN1CCCC1 (stereo not given)	-4	99	-13	97	98	97	1	99	-3	98	-2
Cc1nn(-c2ccccc2)c(C)c1C1C(C#N)=C(N)Oc2n[nH]c(C)c21 (stereo not given)	1	105	2	99	103	97	-1	97	-2	96	-4
CC(=O)c1ccc(NC(=O)CNCC(c2ccccc2)N(C)C)cc1 (stereo not given)	-5	102	-7	101	103	96	-2	99	-1	96	-4
Cc1nc2cc(NCc3ccccc3O)ccc2n1Cc1ccccc1	-4	91	7	94	95	95	8	95	4	93	1
O=C(Cn1cc2c(n1)CCCC2)NC1CCCCCC1	-8	103	-7	97	95	99	-1	98	-3	99	-6
CCCCc1ccc(NC(=O)CC(C)C)cc1	0	102	2	99	103	96	4	98	1	98	-2
CC12CCC(C(=O)Nc3ccccc3Cl)(C(Br)C1=O)C2(C)C (stereo not given)	-7	104	0	102	104	103	-2	97	-3	101	-7
CCOC(=O)CSc1c(-c2cccs2)[nH]c2ccccc12	-5	106	1	103	99	104	-3	104	-3	101	-3
Cc1c(NC(=O)CN2CCN(C(c3ccccc3)c3ccccc3)CC2)c(=O)n(-c2ccccc2)n1C	-4	102	-13	100	99	102	1	99	-1	98	0
CCOc1ccc(N(C)S(=O)(=O)c2ccc3[nH]cc(C(=O)NCC4CCCO4)c(=O)c3c2)cc1 (stereo not given)	5	95	6	98	95	94	4	96	-2	94	4
CCc1ccccc1NC(=O)CCN1C(=O)C2C3CCC(C3)C2C1=O (stereo not given)	-2	105	-3	98	103	100	-5	102	-3	99	-6
COc1cc(NC(=O)CN(C)S(=O)(=O)c2ccc(C)cc2)cc(OC)c1	-10	102	-9	101	104	103	-3	103	-7	99	-10
CCCCOc1ccc(C2=NNC(=O)CC2)cc1	-6	105	-12	100	97	103	-3	99	-3	100	-5
O=C(Oc1oc(-c2ccco2)nc1C=Nc1ccccc1)c1ccco1	-2	91	9	92	89	87	-3	89	0	88	-9
COc1ccc(C2C(C(=O)OCC3CCCO3)=C(C)NC3=C2C(=O)CC(c2ccco2)C3)cc1O (stereo not given)	0	99	0	103	100	101	-2	101	-1	97	-4
Cc1ccc(NC(=S)N2CCN(c3ncccn3)CC2)cc1C	-6	105	-5	101	102	104	-7	103	-8	100	-9
CCOc1ccc(NC(=O)c2ccc(CC)s2)c([N+](=O)[O-])c1	0	98	-2	95	108	96	-1	102	-2	97	-4
CC(=O)C1=C(C)NC(SCC(=O)c2ccccc2)=C(C#N)C1c1ccco1 (stereo not given)	-11	105	-17	99	98	102	-6	97	-8	98	-9
O=C(Nc1ccc(F)cc1)N(Cc1nnc2n1CCCCC2)c1ccccc1	-7	106	-15	102	101	104	-1	101	-9	102	-7
O=C1CCC(=O)N1OCCOc1ccccc1	-4	101	-9	97	103	99	-10	98	-7	97	-8
CC1CCCC(NC(=O)CSc2nnc(N)s2)C1C (stereo not given)	-10	107	-17	102	102	107	-2	105	-10	100	-10
CCOCCCNCc1ccc(OCC(=O)N2CCOCC2)c(OC)c1	0	96	-4	96	91	98	-2	96	-3	95	-3
CN1CCN(Cc2cc(Cl)c3cccnc3c2OC(=O)c2cccs2)CC1	-11	108	-6	103	100	104	-3	102	-6	102	-9
O=C(NCC1CCCO1)C1CCCN(c2ncccn2)C1 (stereo not given)	1	104	-2	100	97	102	-1	102	-8	100	-3
CC1(C)CC(=O)C(C(=S)Nc2ccccc2)=C(NC2CC(C)(C)NC(C)(C)C2)C1	-4	96	0	99	107	95	-5	97	-5	96	-2
COc1cccc(CN2CCN(C3CCN(c4ccccc4C)CC3)CC2CCO)c1 (stereo not given)	-6	99	-7	98	101	97	-4	98	-6	96	-5
COc1cc([N+](=O)[O-])ccc1NC(=O)CC1SC(=Nc2ccc(F)cc2)N(CCC2=CCCCC2)C1=O (stereo not given)	0	102	-3	101	102	102	-1	97	-1	98	-6
O=C(CCN1C(=O)COc2ccccc21)N1CCCCC1	-3	104	-12	102	99	103	0	101	-9	99	-4
CC(C)(C)c1ccc(/C=N/Nc2ccc(C(=O)O)cc2)cc1	4	99	1	99	96	95	3	97	1	96	4

Pulled by structure from above, 2 records:
SMILES	Bcl-2 Bim block	Rac1 wt GTP bind	Bim-Bfl-1	HRas wt GTP bind	Rab7 wt modul	Cdc42 wt GTP	Bcl-W Bim block	Rab2A wt mod	Bim-Bcl-XL	Rac1 act GTP bind	Bcl-B Bim block
COc1cc(NC(=O)CN(C)S(=O)(=O)c2ccc(C)cc2)cc(OC)c1	-10	102	-9	101	104	103	-3	103	-7	99	-10
CCc1ccccc1NC(=O)CCN1C(=O)C2C3CCC(C3)C2C1=O (stereo not given)	-2	105	-3	98	103	100	-5	102	-3	99	-6

(cont.)
SMILES	Bcl-2 Bim block	Rac1 wt GTP bind	Bim-Bfl-1	HRas wt GTP bind	Rab7 wt modul	Cdc42 wt GTP	Bcl-W Bim block	Rab2A wt mod	Bim-Bcl-XL	Rac1 act GTP bind	Bcl-B Bim block
CC1CCCCC1NC(=O)CSc1nnc(N)s1 (stereo not given)	-1	96	-1	100	95	99	-1	96	-2	96	-7
C[N+](C)(C)c1ccc(/C=N/Nc2nc(Cl)c(C#N)c(Cl)c2Cl)cc1	1	103	3	100	99	101	-4	101	-4	98	-3
O=C(c1ccco1)n1c(=S)nc2ccccn21	2	94	7	98	100	95	3	98	1	93	-6
CC(=O)Nc1ccc(C2Nc3ccccc3C(=O)N2C2CCCCC2)cc1 (stereo not given)	-6	101	-3	101	104	104	-3	101	-1	101	-3
O=[N+]([O-])c1ccc(NCCNc2ccc(Cl)nn2)cc1	0	104	-1	104	100	106	-4	104	-7	102	-2
COCC(C)NCc1cccc2ccccc12 (stereo not given)	0	98	-4	97	96	95	2	100	-4	97	-1
N#Cc1ccccc1NC(=O)COc1c(Br)cc(Br)c2cccnc12	2	102	1	99	103	96	-3	97	-4	97	-7
Cn1c(=O)n(C)c2cc(NC(=O)c3ccccc3[N+](=O)[O-])c(Br)cc21	-5	101	-6	99	96	98	4	94	-1	98	-1
COc1cc(S(=O)(=O)Nc2ccc(C)cc2)ccc1N=Cc1c(C)[nH]n(-c2ccccc2)c1=O	0	95	-1	100	95	100	-2	94	-3	97	-1

Just HRas wt GTP bind (6 entries from above):
Molecule | HRas wt GTP bind
CCC(CO)NC1=C([N+](=O)[O-])C(=O)CC(C)(C)C1 (stereo not given) | 98
CSc1ccc(S(=O)(=O)Nc2ccc(N3CCOCC3)c(Cl)c2)cc1 | 104
O=C(NC1CCS(=O)(=O)C1)Oc1ccc(Cl)cc1 (stereo not given) | 98
Cc1cccnc1NC(=O)COc1ccc2oc3c(c2c1)CCCC3 | 98
O=C(Nc1nc2ccccc2n1Cc1ccccc1)c1ccc(COc2ccccc2[N+](=O)[O-])o1 | 97
COc1ccc([N+](=O)[O-])cc1/C=N/Nc1nn[nH]n1 | 92

Assay outcomes as filed in PubChem.
